Compound activity as filed in PubChem.
HTRA1 inhibitor: inhibitors of human serine peptidase HTRA1; Q92743; AID 504803; inhibition, % at 5.96 µM; recombinant HTRA1, FP-rhodamine activity-based probe, fluorescence polarization; 340,000 compounds, 0.5% hits; in the data active = inhibition above about 36%;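 note: 0% = enzyme with DMSO and 100% = wells lacking enzyme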
Target sequence (Q92743 whole entry, looked up): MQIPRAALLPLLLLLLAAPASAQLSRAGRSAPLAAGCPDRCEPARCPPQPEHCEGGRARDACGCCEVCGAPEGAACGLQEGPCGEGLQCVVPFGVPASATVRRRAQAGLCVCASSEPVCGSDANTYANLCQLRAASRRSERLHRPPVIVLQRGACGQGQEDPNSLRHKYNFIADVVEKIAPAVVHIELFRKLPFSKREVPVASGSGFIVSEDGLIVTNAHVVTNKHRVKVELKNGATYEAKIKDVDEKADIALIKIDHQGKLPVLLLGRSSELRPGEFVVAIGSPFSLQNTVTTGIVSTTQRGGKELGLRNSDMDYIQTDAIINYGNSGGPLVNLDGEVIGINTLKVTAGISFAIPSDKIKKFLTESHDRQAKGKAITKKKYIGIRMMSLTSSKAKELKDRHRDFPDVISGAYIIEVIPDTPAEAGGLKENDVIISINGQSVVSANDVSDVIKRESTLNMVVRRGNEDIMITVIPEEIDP
ABHD4 inh: inhibits mouse alpha/beta hydrolase domain 4; Q8VD66; purified mABHD4, FP-Rh probe fluorescence polarization; inhibition, % at 8.92 µM; 370,000 compounds, 0.54% hits;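 active = inhibition exceeding the mean over every tested compound plus 3 SD, cut at about 30% in these data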;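 note: 0% = plate median of compound wells and 100% = S159A mutant with DMSO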
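Test system: mouse ABHD4 enzyme, wild type. Reagent: FP-Rh fluorescent activity-based probe, added after compound pre-incubation. Timing: pre-incubation 45 min, probe exposure 60 min, at 25 °C. Technique: FP readout, ex 525 nm / em 598 nm. Benchmarks: high control S159A mutant with DMSO, low control median of compound wells.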
LEDGF integ inh: blocks HIV-1 LEDGF/p75-dependent DNA integration; inhibition, % at 3.7 µM; 370,000 compounds, 0.64% hits; TR-FRET IN-LEDGF/p75 DNA integration, Eu/Cy5;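 active = inhibition above the screen-wide mean plus 3 SD, cut at about 13% in these data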;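 note: signal is the Cy5 over europium emission ratio at 671 and 618 nm; 0% = plate median of compound wells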
PRMT1 inh: PRMT1 (human) inhibition, primary screen | Q99873 | 370,000 compounds, 1.3% hits | inhibition, % at 2.79 µM | AID 652257 | recombinant PRMT1, activity-based probe fluorescence polarization;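 active = inhibition above about 21% made by adding two undisclosed values, limit read from the data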
TCR-CD3 inh: inhibitors of human TCR-CD3 interaction. inhibition, % at 9.4 µM. TAMRA-labeled TCR probe fluorescence, biochemical. 360,000 compounds, 0.37% hits; in the data active = inhibition above about 19%;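 note: recombinant mutant TCR 2C K166C tagged with TAMRA read by polarization; 0% = receptor in buffer alone and 100% = receptor with positive control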
rCAG binder: binds r(CAG) RNA repeats; r(CAG) RNA repeat, TO-PRO-1 dye displacement fluorescence; inhibition, % at 3 µM; 370,000 compounds, 1.3% hits; AID 651821;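 active = inhibition above the plate cutoff, the mean of all test compounds on that plate plus 3 SD, cut at about 35% in these data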;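 note: 0% = DMSO alone and 100% = 100 µM mitoxantrone as full dye displacement; higher means more dye released from RNA so lower well fluorescence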
SIAE inh: blocks human sialic acid acetylesterase; Q9HAT2; SIAE FP-Rh probe binding, fluorescence polarization; inhibition, % at 9.66 µM; 370,000 compounds, 0.69% hits;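 active = inhibition above a cutoff: mean of compounds within the control limits plus 3 SD of those, cut at about 17% in these data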;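 note: 0% = plate median of compound wells and 100% = probe without SIAE protein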
Target sequence (Q9HAT2 whole entry, looked up): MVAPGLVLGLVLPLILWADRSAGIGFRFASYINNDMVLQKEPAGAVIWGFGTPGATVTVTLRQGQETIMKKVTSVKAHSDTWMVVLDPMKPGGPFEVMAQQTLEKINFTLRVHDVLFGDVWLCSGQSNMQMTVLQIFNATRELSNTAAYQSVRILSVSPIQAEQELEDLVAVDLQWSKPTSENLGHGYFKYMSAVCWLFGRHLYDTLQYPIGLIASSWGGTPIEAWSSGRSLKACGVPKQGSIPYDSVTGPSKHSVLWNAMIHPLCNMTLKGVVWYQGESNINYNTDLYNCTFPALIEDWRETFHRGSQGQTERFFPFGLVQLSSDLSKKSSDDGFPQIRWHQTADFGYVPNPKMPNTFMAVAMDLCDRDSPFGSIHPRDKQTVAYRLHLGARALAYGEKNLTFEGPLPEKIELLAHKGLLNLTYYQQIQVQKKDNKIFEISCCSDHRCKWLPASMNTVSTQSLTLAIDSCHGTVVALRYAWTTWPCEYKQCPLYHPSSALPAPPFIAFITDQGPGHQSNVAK
Rev-erbA mod: modulators of human Rev-erb alpha DNA binding | AID 1259318 | Rev-erbα–FITC-DNA binding, fluorescence polarization, 90 min | activity, % at 10 µM | P20393 | 370,000 compounds, 0.79% hits;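 active = activity above about 14%, limit read from the data; passing the limit was not always enough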;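 note: 0% = DMSO wells with 35 nM protein and 100% = DMSO wells with 750 nM protein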
TDP2 inh: TDP2 (human) inhibition, absorbance primary screen; inhibition, % at 12.8 µM; O95551; 370,000 compounds, 0.34% hits; recombinant TDP2, T5PNP hydrolysis, p-nitrophenol absorbance 415 nm;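 active = inhibition above the mean of all tested compounds plus 3 SD, set per campaign, cut at about 25% in these data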;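 note: 0% = DMSO with enzyme and 100% = buffer with substrate but no TDP2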
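System: recombinant human TDP2 / Amount: 120 nM TDP2 per well / Also added: 5 mM T5PNP chromogenic substrate / Doses: 12.8 µM single point, 1% DMSO / Incubation: 2 h at 37 °C / Detection: p-Nitrophenol epi absorbance / Evaluation: % inhibition relative to enzyme-containing and enzyme-free wells / Repeats: singlicate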
PG9 binder: small molecules binding HIV-1 gp120 antibody PG9 | TR-FRET gp120-PG9 antibody binding | inhibition, % at 6.7 µM | 360,000 compounds, 0.43% hits; in the data active = inhibition above about 8.5%
Numbers without * were called inactive; x = not tested or not shown. This is a subset; count on the stated rates, not on these rows.

SMILES | HTRA1 inhibitor | ABHD4 inh | LEDGF integ inh | PRMT1 inh | TCR-CD3 inh | rCAG binder | SIAE inh | Rev-erbA mod | TDP2 inh | PG9 binder
COc1ccc(/C=N/NC(=O)CNC(=O)c2ccc(S(=O)(=O)N3CCOCC3)cc2)cc1OC | 3 | 3 | -2 | -3 | 0 | 0 | -4 | -2 | 7 | -1.0
CC(=O)N1CCN(S(=O)(=O)c2cccc(C(=O)NNC(=O)COc3ccc(F)cc3)c2)CC1 | 7 | 7 | 2 | -9 | -5 | 1 | -3 | 2 | -6 | -0.9
O=C(CC1NCCc2ccccc21)Nc1ccc(Oc2ccccc2)cc1 (configuration not stated) | -14 | 3 | -4 | -1 | 0 | 0 | -2 | -5 | -14 | -0.3
O=C(CSc1nnc(NCc2ccccc2)s1)c1ccco1 | -1 | 6 | 0 | 1 | 5 | 0 | -4 | -2 | -8 | -4.7
CCN(CC)CCCNC(=O)CCC(=O)NNc1nc2ccccc2c2nc(C)nn12 | 7 | -1 | 1 | -3 | 3 | 4 | 3 | -4 | 0 | -2.3
Cc1cccc(OCC(=O)NNC(=O)CCCCC(=O)NNC(=O)COc2cccc(C)c2)c1 | 5 | 2 | -7 | 5 | -7 | -2 | -5 | -10 | -9 | 0.1
CCOc1ccc(S(=O)(=O)Oc2ccc3ccccc3c2)cc1 | -19 | -12 | -5 | 2 | -1 | 3 | -17 | -5 | 1 | -1.4
CC(=O)O[C@H]1C[C@@]2(C)[C@@H](C[C@@H](O)[C@H]3[C@@]4(C)CC[C@@H](O)[C@@H](C)C4CC[C@@]32C)/C1=C(\CCC=C(C)C)C(=O)O (some centres not stated) | 2 | 2 | -2 | 5 | -8 | 17 | -6 | -6 | -3 | -0.1
Cc1ccc(C)c(N2CCN(C(=O)c3ccc(CS(=O)Cc4ccc(Cl)cc4)o3)CC2)c1 (configuration not stated) | -17 | -12 | -5 | 2 | -14 | 0 | 3 | 2 | -10 | 2.1
Cc1ccccc1-c1nc(CS(=O)CC(=O)NCc2ccccn2)c(C)o1 (configuration not stated) | -121 | -1 | 2 | 3 | 10 | 5 | -2 | -4 | 9 | 1.1
C/C(N)=C(/C#N)C(=O)COC(=O)c1cc2c(s1)CCC(C)C2 (configuration not stated) | -15 | -6 | 0 | -2 | 1 | 5 | -11 | -3 | 11 | 1.0
O=C1NC(=O)c2c(Br)c(Br)c(Br)c(Br)c21 | -6 | 1 | 2 | 5 | -3 | 3 | -5 | 395* | 0 | 2.5

SMILES | HTRA1 inhibitor | ABHD4 inh | LEDGF integ inh | PRMT1 inh | TCR-CD3 inh | rCAG binder | SIAE inh | Rev-erbA mod | TDP2 inh | PG9 binder
COC(=O)c1c(NC(=O)CN2CCC(C)CC2)c2c(C)cccc2n1C | x | -9 | 0 | 0 | 7 | -5 | 9 | -3 | -17 | -2.9
COc1cc2ccccc2cc1C(=O)Nc1ccccc1N1CCCC1 | -20 | 11 | 2 | 1 | 5 | -7 | -2 | -3 | 3 | -2.1
CC(C)Oc1ccc(C(=O)Nc2nnc(SCC(=O)N3CCOCC3)s2)cc1 | 2 | -3 | 0 | -5 | -17 | 2 | -4 | 5 | -23 | -3.0
CC(C)C(=O)N[C@H]1CCC2C3CC=C4C[C@@H](O)CC[C@]4(C)C3CC[C@@]21C (some centres not stated) | -3 | -2 | -4 | 5 | 0 | -1 | -5 | -2 | 1 | 0.7
CN1CCC(N(C)S(=O)(=O)c2ccc(Cl)cc2)CC1 | 0 | 2 | 0 | -3 | 5 | -4 | 3 | 1 | -11 | -3.0
O=C(CNC(=O)c1ccccc1Cl)Nc1ccc(F)cc1 | -2 | 2 | -3 | -2 | 8 | -5 | 16 | 8 | -7 | 0.4
COC(=O)c1cc(NC(=O)c2cccc(C(F)(F)F)c2)c(=O)oc1C | -2 | -1 | 5 | 7 | -5 | 2 | 1 | 2 | -7 | -1.9
Cc1ccc(C(=O)O)cc1NC(=S)NC(=O)C(c1ccccc1)c1ccccc1 | -30 | -14 | -1 | -3 | 2 | 58* | -8 | -4 | -4 | -1.5
CCCCn1c(N)c(N(Cc2ccccc2OC)C(=O)CN2C(=O)NC3(CCCC3)C2=O)c(=O)[nH]c1=O | 5 | 1 | 2 | -1 | 5 | -3 | -4 | -3 | -4 | -3.6
O=C(CSc1nnc(COc2ccccc2)n1-c1ccc(Cl)cc1)Nc1ccc2c(c1)OCO2 | x | 4 | -2 | 0 | x | 5 | -3 | -4 | 3 | x
c1cc2c(nn1)CCc1nonc1-2 | 4 | -1 | 1 | 1 | 4 | 2 | 3 | -3 | -1 | -1.5
FC(F)(F)c1cnc(NNC(=S)Nc2ccccc2Cl)c(Cl)c1 | 43* | 17 | 4 | -2 | -3 | 3 | 7 | 1 | 8 | 0.0

The last 2 records of the section before open the next one.
SMILES | HTRA1 inhibitor | ABHD4 inh | LEDGF integ inh | PRMT1 inh | TCR-CD3 inh | rCAG binder | SIAE inh | Rev-erbA mod | TDP2 inh | PG9 binder
c1cc2c(nn1)CCc1nonc1-2 | 4 | -1 | 1 | 1 | 4 | 2 | 3 | -3 | -1 | -1.5
FC(F)(F)c1cnc(NNC(=S)Nc2ccccc2Cl)c(Cl)c1 | 43* | 17 | 4 | -2 | -3 | 3 | 7 | 1 | 8 | 0.0
O=C(OCc1cn([C@@H]2CN(C(=O)C3CCCCC3)[C@@H](c3ccc(Cl)cc3)C[C@H]2O)nn1)c1ccccc1 | -15 | -1 | 1 | -2 | -3 | 5 | -2 | 3 | -6 | -0.8
COc1ccccc1NC(=O)CSc1nccn1Cc1ccc(F)cc1 | -2 | 2 | -2 | -1 | 4 | -9 | -2 | 0 | -13 | -0.9
Cc1ccc(S(=O)(=O)NCCCCCC(=O)NCCc2ccccc2)cc1 | -3 | -1 | -1 | 1 | 6 | -5 | -10 | 1 | 1 | 1.7
N#Cc1nc(-c2ccc(OCc3ccccc3)cc2)oc1N1CCC(C(N)=O)CC1 | -1 | 3 | 4 | 0 | -3 | 3 | 0 | 41* | 2 | 9.5*
O=C(COc1ccccc1)NNC(=O)c1cc2ccccc2oc1=O | 1 | 3 | 0 | -2 | 1 | -2 | -2 | -8 | 7 | -0.2
O=C(COC(=O)c1ccncc1)Nc1cccc(Cl)c1 | -38 | -5 | -3 | 0 | -7 | 6 | -5 | -3 | 1 | 0.4
Nc1ccccc1-c1nc2ccccc2c(=O)o1 | -28 | 9 | 1 | -3 | 2 | 4 | 0 | 2 | 13 | -1.5
Cc1noc(C)c1-c1ccc(C(=O)NCCc2ccccc2)c2occc12 | x | -5 | -2 | -2 | 6 | -1 | 3 | -8 | -6 | 1.4
O=C(Nc1ccc(S(=O)(=O)Nc2nccs2)cc1)c1cccc(S(=O)(=O)N2CCOCC2)c1 | 2 | 1 | -5 | 6 | -7 | 35* | 4 | 3 | 8 | 0.4
CC(C)(C)C(=O)Nc1cccc(C(=O)Nc2cc(C(=O)O)cc(C(=O)O)c2)c1 | 3 | -2 | 3 | -1 | 3 | 3 | 1 | -2 | -4 | -2.0
CCn1c(C)cc(=O)cc1-c1ccc(Cl)cc1 | 4 | 7 | 0 | 3 | 3 | -1 | -1 | 0 | 10 | -0.7
CCN(CC(=O)Nc1c(F)cccc1F)C(=O)CCNC(=O)c1ccco1 | 2 | -2 | 2 | -2 | -10 | 2 | 3 | 1 | 6 | -2.7

SMILES | HTRA1 inhibitor | ABHD4 inh | LEDGF integ inh | PRMT1 inh | TCR-CD3 inh | rCAG binder | SIAE inh | Rev-erbA mod | TDP2 inh | PG9 binder
Cc1[nH]c(=O)[nH]c(=O)c1S(=O)(=O)N1CCCC(C(=O)NCCc2ccccc2)C1 (configuration not stated) | -4 | 0 | 0 | 0 | 1 | 1 | -2 | 0 | 9 | -0.1
Cc1ccc(NC(=O)c2ccc(Br)o2)c([N+](=O)[O-])c1 | -6 | -1 | 1 | -1 | 6 | 1 | 11 | -1 | 2 | -0.3
CCOc1ccc(NC(=O)C(=O)N/N=C/c2ccccc2F)cc1 | 6 | 2 | 0 | 1 | 5 | 2 | 5 | -2 | 4 | -0.5
Cc1ccc2nc(NC(=O)CNS(=O)(=O)c3ccc(Br)s3)sc2c1 | -25 | -19 | -1 | 2 | 4 | 16 | -5 | -3 | 3 | -0.9
Cc1ccc(C2C(C(=O)c3ccco3)=C(O)C(=O)N2c2nnc(C)s2)cc1 (configuration not stated) | 5 | 5 | 0 | 30* | -4 | -4 | 1 | -2 | 0 | 5.2
COc1ccccc1C(=O)NCC(=O)N/N=C/c1cc(Br)ccc1OC(=O)/C=C\c1ccco1 | 12 | -8 | 0 | 1 | 1 | 5 | -31 | 8 | 0 | -3.6
CC1=CC(=NOC(=O)c2cccc([N+](=O)[O-])c2)C=C(C)C1=O | 0 | 7 | 0 | -2 | -3 | 2 | -13 | 0 | -2 | -6.2
Cc1cc(NC(=O)c2ccco2)ccc1-n1cnnn1 | 4 | 7 | -2 | -1 | 15 | -1 | 6 | x | 3 | -1.3
CC(=O)NS(=O)(=O)c1ccc2c(c1)Cc1cc(S(=O)(=O)NC(C)=O)ccc1-2 | 0 | -8 | -1 | 3 | -6 | 1 | -5 | -1 | 1 | 0.0
CCOc1cc(Br)cc(C(c2c(C(=O)O)[nH]c3ccccc23)c2c(C(=O)O)[nH]c3ccccc23)c1O | 18 | 61* | 5 | 0 | 4 | 95* | 9 | -6 | 3 | -0.9
CCOc1ccc(-n2c(C)c(C(C)=O)c3cc(OCC(N)=O)ccc32)cc1 | -3 | 3 | 2 | 0 | -5 | -2 | 0 | -1 | 1 | 1.8
CC1CCC(NC(=O)COc2ccc(C(=O)c3ccccc3)cc2)CC1 (configuration not stated) | -8 | -6 | 3 | 1 | -10 | -2 | 6 | 1 | -5 | -2.2

SMILES | HTRA1 inhibitor | ABHD4 inh | LEDGF integ inh | PRMT1 inh | TCR-CD3 inh | rCAG binder | SIAE inh | Rev-erbA mod | TDP2 inh | PG9 binder
Cc1ccc(NC(=S)N(CCN(C)C)C(C)c2ccco2)cc1C (configuration not stated) | 6 | 6 | 0 | -3 | 0 | -1 | 3 | -1 | -5 | -2.1
CCOC(=O)C1CN(C(C)(C)C)C(=O)C1=O (configuration not stated) | -3 | 4 | 0 | 4 | 2 | -1 | 1 | 1 | 9 | 0.8
CC(=O)N1CCN(C(=O)c2ccc(-c3cccc(C(F)(F)F)c3)o2)CC1 | 2 | -8 | 4 | 5 | -4 | -3 | -12 | 3 | -6 | -1.4
CN(c1ccccc1C(=O)NCc1ccco1)S(C)(=O)=O | 3 | 5 | 5 | 4 | 6 | 4 | -3 | -7 | -2 | 0.3
CCc1ccccc1OCCCCCNCCO | 10 | 6 | 2 | -3 | 4 | 0 | -6 | -2 | -9 | 1.5
Cc1[nH]c2ccccc2c1CCCO | x | 0 | -1 | -2 | 3 | -1 | 13 | -1 | 18 | -3.0
CCN(c1ccc(F)cc1)S(=O)(=O)c1cccc2nsnc12 | -2 | 1 | 4 | 0 | -1 | 0 | -3 | -1 | -13 | -1.8
COc1ccccc1CNC(=O)COC(=O)Cc1ccsc1 | 1 | 2 | -5 | 2 | -1 | 2 | 0 | -3 | -5 | -1.1
